# D2 PAM = positively modulates the human D2 dopamine receptor allosterically | potentiation, % at 10 µM | 0.34% of 340,000 active | HEK293 T-REx D2, calcium flux, EC20 dopamine potentiation | P14416 | AID 485347;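 active = potentiation over 3 SD above the plate norm, cut at about 30% in these data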; note: 0% is about no effect
#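 Using a no-wash calcium dye in inducible, force-coupled HEK293 Trex cells expressing D2, we tracked fluorescence each second for 180 s after compound, then for 180 s after EC20 dopamine to detect augmented signalling.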
# GRP78 ERSR act = ER stress response induction in glioma. U87-MG GRP78 promoter luciferase reporter, 16 h. Potency, µM, for inactives: top-dose activation, hits mostly activators. 0.02% of 420,000 active; note: potency is the fitted concentration of half-maximal effect; series mostly up to about 76 µM; % of control where 0% means no effect; nearly all actives have a fitted effect of over 35% in size
#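 Stably transfected U87-MG glioma cells carrying a GRP78-based luciferase sensor; 16 h compound incubation. Luminescence end-point read 10 min after Bright-Glo addition at room temperature.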
# D1 potentiator = human D1 dopamine receptor positive modulation | 0.036% of 360,000 active | P21728 | HEK293 TREx D1 cells, calcium flux, dopamine EC20 potentiation | AID 504651 | potentiation, % at 10 µM; in the data active = potentiation above about 30%; note: 0% is about no effect
# Target sequence (P21728 whole entry, looked up): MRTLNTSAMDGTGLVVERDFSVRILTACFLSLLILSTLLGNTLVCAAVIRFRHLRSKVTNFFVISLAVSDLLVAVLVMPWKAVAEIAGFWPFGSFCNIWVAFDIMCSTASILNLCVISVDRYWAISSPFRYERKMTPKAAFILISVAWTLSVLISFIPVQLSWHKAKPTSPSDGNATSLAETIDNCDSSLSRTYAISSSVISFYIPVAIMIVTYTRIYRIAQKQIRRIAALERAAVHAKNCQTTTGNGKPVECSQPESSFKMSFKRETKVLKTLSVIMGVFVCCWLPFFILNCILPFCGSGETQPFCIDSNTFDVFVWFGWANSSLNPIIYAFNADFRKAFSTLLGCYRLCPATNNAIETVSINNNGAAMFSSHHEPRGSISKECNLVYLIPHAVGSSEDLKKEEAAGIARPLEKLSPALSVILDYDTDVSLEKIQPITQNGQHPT
# D1 ag = human D1 receptor agonism; AID 504660; 1% of 360,000 active; HEK293 T-REx D1 cells, calcium flux, agonist mode; activation, % at 2 µM; P21728; in the data active = activation above about 30%; note: 0% is about no effect
#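 Inducible HEK293 T-REx D1 cells, force-coupled to calcium signalling, were plated at 4000 cells/well with tetracycline and held overnight at 30 C. After no-wash calcium dye loading, compound-evoked calcium rise over 180 s flagged agonists.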
# Vif-APOBEC3G blk = Vif-A3G binding inhibition; Q9HC16; HeLa A3G-eYFP + Vif (tagged APOBEC3G with the HIV-1 protein that degrades it), YFP fluorescence, overnight; Potency, µM (series often up to 46.1 µM), without a hit: top-dose activity, negative = active, most hits filed as inhibitors; 0.076% of 410,000 active;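 note: potency is the fitted concentration of half-maximal effect; % is set by controls: 0 for no effect and ±100 for the full control effect; nearly all actives have a fitted effect of over 60% in size; hits raise eYFP signal because A3G escapes Vif-driven loss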
# Target sequence (Q9HC16 whole entry, looked up): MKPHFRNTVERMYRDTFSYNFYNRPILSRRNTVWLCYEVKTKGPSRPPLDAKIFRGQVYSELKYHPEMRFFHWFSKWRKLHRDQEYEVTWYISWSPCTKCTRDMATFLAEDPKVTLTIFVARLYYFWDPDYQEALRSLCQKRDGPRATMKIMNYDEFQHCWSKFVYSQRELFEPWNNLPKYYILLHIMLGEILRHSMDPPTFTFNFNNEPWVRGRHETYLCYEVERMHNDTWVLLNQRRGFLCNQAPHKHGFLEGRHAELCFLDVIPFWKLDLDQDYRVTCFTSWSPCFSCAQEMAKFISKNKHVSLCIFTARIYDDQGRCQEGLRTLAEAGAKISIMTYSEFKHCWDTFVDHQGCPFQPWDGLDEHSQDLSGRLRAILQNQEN
#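 Read-out is eYFP fluorescence (Ex 488/Em 500-530) from Vif-expressing HeLa A3G-eYFP cells; more signal means A3G escaped Vif-mediated degradation. Cells plated overnight, compound pinned in, incubated overnight at 37 deg C.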
# Vif-APOBEC3F blk = Vif-A3F binding inhibition; AID 602313; HeLa A3F-eYFP + Vif (tagged APOBEC3F with the HIV-1 protein that degrades it), YFP fluorescence increase; 0.2% of 390,000 active; Potency, µM (series often up to 46.1 µM), inactives show at the top dose activity, negative = active; note: potency is the fitted concentration of half-maximal effect; % of control where 0% means no effect; nearly all actives have a fitted effect of over 65% in size
#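 HeLa cells stably expressing A3F-eYFP plus Vif, plated and incubated overnight at 37 deg C, then exposed to compounds overnight at 37 deg C. Blocked degradation read as raised yellow fluorescence (Ex 488/Em 500-530).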
# LDHA inh = inhibitors of human lactate dehydrogenase A; P00338; purified LDHA, NADH/diaphorase-resazurin fluorescence; stronger effect = lower value; activity change, % (values are at about 110 or 230 µM); 0.15% of 480,000 active; in the data active = activity change below about -30%; inconclusive = mostly about -25% to -30%;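 note: plate controls were DMSO wells for no effect and wells without enzyme for full effect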
#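 Enzyme activity of human lactate dehydrogenase 5 (2 nM; 0.06 mM NADH, 0.2 mM pyruvate, 5 min, RT) is measured via a resazurin/diaphorase fluorescence readout of residual NADH.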
# RXFP1 agonist = agonists of human relaxin receptor RXFP1. Q9HBX9. HEK293T-RXFP1 cAMP TR-FRET, 30 min; response scale: percent of porcine relaxin response, buffer zero. Potency, µM (highest dose often 57.5 µM), inactives show at the top dose activation, most hits filed as activators. 0.3% of 370,000 active; note: potency is the fitted concentration of half-maximal effect; % is set by controls: 0 for no effect and ±100 for the full control effect; nearly all actives have a fitted effect of over 60% in size; many of its hits are not listed in these tables
#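 cAMP rise read by TR-FRET after 30 min, 37C compound exposure (up to 58 uM) in RXFP1-transfected HEK293 cells with Ro 20174 present. EC50 from Hill-equation fits, with 29 nM porcine relaxin as 100% and buffer as basal.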
# D1 antagonist = antagonists of human D1 dopamine receptor | P21728 | HEK293 TREx D1 cells, calcium flux, dopamine EC80; stronger effect = lower value | activity change, negative = inhibition, % at 10 µM | 3.2% of 360,000 active | AID 504652; in the data active = activity change below about -30%; note: % is set by controls: 0 for no effect and ±100 for the full control effect
#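 Kinetic fluorescence of a calcium dye serves as the read-out. D1-expressing Hek293 Trex cells, induced overnight at 30 C, are exposed to compound for 180 s before an EC80 dopamine addition, then read 180 s further.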
# * hit, by the source's call; u = inconclusive; x = not tested or not shown. Unless noted, calls come from the whole dose curve; as a rule, active = well fitted curve in the direction sought with a large enough effect; inconclusive = small, poorly fitted or top-dose-only effect, or another doubt; inactive = no such curve, though single readings can be large; an effect the other way counts as inactive or inconclusive. This is a subset; rates above refer to the full screens.
SMILES,D2 PAM,GRP78 ERSR act,D1 potentiator,D1 ag,Vif-APOBEC3G blk,Vif-APOBEC3F blk,LDHA inh,RXFP1 agonist,D1 antagonist
Cc1cccc(Cn2c(C)nc3ccc([N+](=O)[O-])cc3c2=O)c1,-8,0%,-3,10,-7%,-1%,0,6.7%,-33*
NCCCC[C@H](N)c1nnc([C@H](CC(=O)O)NC(=O)C2CCNCC2)o1,0,-3%,-6,2,2%,-3%,-4,-0.6%,-1
COc1cccc(C#Cc2ccc3c(c2)O[C@@H](CN(C)C(=O)c2ccccn2)[C@@H](C)CN([C@H](C)CO)S3(=O)=O)c1,x,2%,x,x,1%,-1%,9,x,x
O=C(CCCc1ccccc1)NCc1cccnc1,-5,1%,-4,2,-3%,-8%,-4,-0.5%,-21
COc1cc(OC)cc(C(=O)n2nc(C)cc2C)c1,2,-1%,0,3,-1%,-2%,-7,1.6%,-4
COc1ccc(C)cc1NC(=O)COC(C)=O,12,-3%,1,2,1%,0%,-11,0.4%,2
CCC(C)[C@H]1CN=C(N)N1CCc1cccc2ccccc12 (some centres undefined),x,-3%,x,x,2%,1%,1,x,x
Cc1[nH]c2ccccc2c1C(=O)COC(=O)c1ccc[n+]([O-])c1,0,-3%,8,2,-11%,-13%,-1,-0.2%,-2
COc1ccc(C(NC(=O)/C=C/c2ccco2)c2ccc(OC)cc2)cc1,15,10%,-2,4,1%,-1%,-4,-1.2%,27
COc1ccc(OCC(O)Cn2c(=N)n(CCN3CCOCC3)c3ccccc32)cc1 (centres undefined),2,-2%,-1,4,3%,-9%,1,0.9%,10

# Complete entries from above. Order of screens: D2 PAM | GRP78 ERSR act | D1 potentiator | D1 ag | Vif-APOBEC3G blk | Vif-APOBEC3F blk | LDHA inh | RXFP1 agonist | D1 antagonist
# Shown for O=C(CCCc1ccccc1)NCc1cccnc1 → -5 | 1% | -4 | 2 | -3% | -8% | -4 | -0.5% | -21
# Shown for COc1cccc(C#Cc2ccc3c(c2)O[C@@H](CN(C)C(=O)c2ccccn2)[C@@H](C)CN([C@H](C)CO)S3(=O)=O)c1 → x | 2% | x | x | 1% | -1% | 9 | x | x
# Shown for COc1cc(OC)cc(C(=O)n2nc(C)cc2C)c1 → 2 | -1% | 0 | 3 | -1% | -2% | -7 | 1.6% | -4
# Shown for NCCCC[C@H](N)c1nnc([C@H](CC(=O)O)NC(=O)C2CCNCC2)o1 → 0 | -3% | -6 | 2 | 2% | -3% | -4 | -0.6% | -1
# Shown for Cc1cccc(Cn2c(C)nc3ccc([N+](=O)[O-])cc3c2=O)c1 → -8 | 0% | -3 | 10 | -7% | -1% | 0 | 6.7% | -33*

# Next part.
SMILES,D2 PAM,GRP78 ERSR act,D1 potentiator,D1 ag,Vif-APOBEC3G blk,Vif-APOBEC3F blk,LDHA inh,RXFP1 agonist,D1 antagonist
CC(=O)N1CCN(S(=O)(=O)c2ccccc2)C1c1ccccc1 (centres undefined),-10,-1%,-2,1,7%,-12%,-13,-0.2%,13
COc1cccc(/C=C/C(=O)c2ccc(NC3=NCCCS3)cc2)c1,-4,0%,-10,17,u,-13%,-8,1.9%,-21
CC(=O)c1ccc(O)c(CSc2nncn2C)c1,4,-4%,-11,7,-3%,7%,-1,2.9%,-32*
Cc1ccc(NC(=O)CCC(=O)NNS(=O)(=O)c2ccccc2)cc1C,2,-2%,-2,5,3%,-6%,-1,1.2%,9
Nc1c(NC2CCCCC2)c2ccccc2oc1=O,3,-2%,0,9,0%,-11%,-9,-0.1%,5
O=C(Nc1ccc(F)cc1F)NC1CC1,-7,-1%,1,1,-6%,-7%,-1,1.3%,-9
O=c1c(-c2c(O)cc(O)c3c2O[C@H](c2ccc(O)cc2)CC3)c(-c2ccc(O)cc2)oc2cc(O)cc(O)c12,x,5%,x,x,-17%,-12%,-5,x,x
Cc1cc(NC(=O)CCCS(=O)(=O)c2nc(-c3cccs3)cc(C(F)(F)F)n2)no1,2,-15%,-7,6,u,x,-3,2.6%,-2
Fc1ccc(/C=N/NC(=S)Nc2ccc(Cl)cc2)cc1F,-8,0%,-13,5,0%,u,-9,-1.0%,-16
COC(=O)[C@]1(C)N[C@H](c2ccc(-c3cccc(Cl)c3)c(OC)c2)[C@@H]2C(=O)N(C)C(=O)[C@@H]21,x,-5%,x,x,-8%,1%,0,x,x
CCOC(=O)c1ccccc1NS(=O)(=O)c1ccc(N2CCCCS2(=O)=O)cc1,-4,-1%,2,9,-1%,0%,5,2.0%,-22
CCOc1ccccc1CN1CCN(Cc2ccc3cccc(OC)c3n2)CC1CCO (centres undefined),x,-2%,3,1,1%,-3%,-2,6.2%,-2
Cc1ccc(C(=O)O/N=C(\N)Cc2cccc3ccccc23)cc1,-7,1%,2,3,0%,-12%,-2,-1.1%,2
COC(C/C=C\[C@H](O)COCc1ccccc1)OC,x,-4%,x,x,2%,-1%,0,x,x
CCCOP(=O)(OCCC)c1c([N+](=O)[O-])cc(C(F)(F)F)cc1[N+](=O)[O-],22,-6%,-1,2,u,-1%,-1,0.6%,-7
O=C(NCC(=O)N(Cc1ccco1)C(C(=O)NC1CCCCC1)c1cccnc1)c1cccs1 (centres undefined),-14,-3%,-5,2,0%,-8%,2,2.1%,-5
COc1ccc(NC(=O)/C=C/c2ccc(OC(F)F)cc2)cn1,8,2%,-1,5,2%,6%,6,-0.3%,-5
COc1ccc(Br)c(C(=O)Nc2cc3c(cc2N2CCCC2)n(C)c(=O)c(=O)n3C)c1,-12,-3%,-5,1,5%,3%,32,3.1%,2
CC(C)c1ccc(/C=N/NC(=O)c2cccc(S(=O)(=O)N3CCOCC3)c2)cc1,7,-3%,-1,3,2%,-4%,-10,1.8%,11
CN1C(=O)c2cccc3c(S(=O)(=O)Nc4ccc(O)c(C(=O)O)c4)ccc1c23,1,-5%,-3,1,1%,10%,5,2.1%,-10
COc1cc(OC)cc(C(=O)Nc2ccc(S(=O)(=O)Nc3ccccn3)cc2)c1,x,-4%,2,3,-3%,-7%,0,u,1
Nc1ccc2oc(=O)c(-c3ccccc3)cc2c1,-12,u,9,0,-16%,-18%,1,9.4%,-7
Cc1c(-n2c(SCC(=O)O)nnc2-c2ccccc2Cl)c(=O)n(-c2ccccc2)n1C,-6,-5%,0,4,1%,-9%,-2,0.8%,-15
CN(CC(=O)Nc1cccc(F)c1)C(=O)c1cccc(S(=O)(=O)N2CCN(c3ccc(F)cc3)CC2)c1,x,-1%,x,x,9%,2%,-1,x,x
O=C(c1cc(C2CC2)on1)N1CCCC(N2CCN(c3cccc(C(F)(F)F)c3)CC2)C1 (centres undefined),-7,-8%,5,1,-1%,-24%,-2,1.1%,5
O=C(O)Cc1ccc(NC(=O)Cc2ccc3ccccc3c2)cc1,5,-3%,-2,1,-4%,2%,-6,0.9%,8
COc1c([N+](=O)[O-])c(=O)oc2ccccc12,-5,-3%,-7,1,0%,0%,-4,1.1%,8
Cc1ccc(S(=O)(=O)N2CCC(C(=O)Nc3ccc4c(c3)OCO4)CC2)cc1,23,0%,-9,2,0%,-3%,0,-0.5%,-47*
Brc1ccccc1C1Nc2cccc3cccc(c23)N1,17,-5%,-3,-3,-5%,-4%,3,0.1%,7
O=C(OCc1cn([C@@H]2CN(C(=O)c3cccs3)[C@@H](c3ccccc3)C[C@H]2O)nn1)c1ccccc1,x,-9%,x,x,0%,2%,-2,x,x
COc1ccc(N(CC(=O)Nc2ccccc2F)S(=O)(=O)c2ccc(C)c([N+](=O)[O-])c2)cc1,6,0%,-4,3,-1%,-4%,-9,-0.4%,-16
COc1cccc(C(=O)NC(=S)Nc2ccc(Cl)c(C(=O)O)c2)c1,7,-3%,7,0,-1%,-1%,-2,-0.5%,-3
Cn1cccc1-c1cc(C(=O)N/N=C/c2cc(Br)ccc2O)[nH]n1,x,-8%,-10,5,-27%,-3%,-1,28%,-13
Cc1ccccc1CSCCNC(=O)Nc1ccccc1,2,5%,-4,3,0%,-10%,-1,0.0%,x
CC1Oc2ccccc2OC1(O)c1ccccn1 (centres undefined),0,-2%,-4,3,-7%,0%,-8,1.2%,8
O=[N+]([O-])c1ccc(N2CCN(C(=S)NC3CCCCC3)CC2)cc1,x,-3%,-9,13,3%,-12%,-2,2.2%,-15
CC(=O)O[C@@H]1C[C@H]2C(C)(C)C(=O)C=C[C@]2(C)[C@H]2CC[C@@]3(C)[C@H](c4ccoc4)OC(=O)[C@H]4O[C@]43[C@@]21C,-5,-1%,-1,3,-13%,4%,1,2.0%,17
COc1cccc(NC(=O)c2oc3ccccc3c2NC(=O)C23CC4CC(CC(C4)C2)C3)c1,-21,-4%,2,2,2%,-9%,-12,-0.1%,-1
CC(=O)c1ccc(OCC(=O)Nc2ccc(N3CCCCC3)cc2)cc1,-15,-1%,3,1,3%,2%,2,0.3%,-16
Cc1c(Cl)cccc1NC(=S)N1CCN(Cc2ccccc2)CC1,7,0%,-2,8,-2%,-1%,0,0.4%,-16
O=C(NCC(=O)N(c1cccnc1)C(C(=O)NC1CCCCC1)c1ccccc1F)c1ccco1 (centres undefined),3,-3%,2,1,-1%,0%,0,3.5%,-2
CC(=O)C1CCC2C3CCC4=CC(=O)CCC4(C)C3(Br)C(=O)CC12C (centres undefined),x,-3%,x,x,0%,7%,5,x,x
COc1cc(C(=O)OCC(=O)NC2CCS(=O)(=O)C2)ccc1OCc1c(C)noc1C (centres undefined),5,-4%,-6,3,-1%,1%,-2,-0.4%,-12
COC(=O)c1ccc(/C=N/NC(=O)CC(=O)NC2CCCCC2)cc1,x,-2%,-5,2,0%,-1%,-5,-1.1%,2
CCN(CC)c1ccc(/C=N/N2CCN(Cc3ccccc3)CC2)c(O)c1,-2,-2%,6,2,0%,0%,22,0.3%,15
COc1ccc(-c2cc(C(F)(F)F)nc(SCC(=O)NCc3ccco3)n2)cc1OC,-4,1%,3,2,-15%,3%,-4,-3.7%,-4
CCCCNC(=O)COCc1cc(-c2ccc3c(c2)OCO3)on1,-2,2%,-2,2,0%,21%,-4,1.1%,23

# Compound activity deposited in PubChem by National Center for Advancing Translational Sciences (NCATS).
